RAD54 inh: blocks human RAD54 Holliday junction branch migration | Q92698 | FAM/BHQ fluorescence | inhibition, % at 10.4 µM | 360,000 tested, 0.14% active | AID 602329;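 active means mean normalized replicate activity at least 40 and at least half of replicates scoring 40 or more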;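 further: 0% = median of neutral control wells and 100% = median of positive control wells; inhibitors cause a drop in the FAM fluorescence signal; in these data hits start at about 50%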
Target sequence (Q92698 whole entry, looked up): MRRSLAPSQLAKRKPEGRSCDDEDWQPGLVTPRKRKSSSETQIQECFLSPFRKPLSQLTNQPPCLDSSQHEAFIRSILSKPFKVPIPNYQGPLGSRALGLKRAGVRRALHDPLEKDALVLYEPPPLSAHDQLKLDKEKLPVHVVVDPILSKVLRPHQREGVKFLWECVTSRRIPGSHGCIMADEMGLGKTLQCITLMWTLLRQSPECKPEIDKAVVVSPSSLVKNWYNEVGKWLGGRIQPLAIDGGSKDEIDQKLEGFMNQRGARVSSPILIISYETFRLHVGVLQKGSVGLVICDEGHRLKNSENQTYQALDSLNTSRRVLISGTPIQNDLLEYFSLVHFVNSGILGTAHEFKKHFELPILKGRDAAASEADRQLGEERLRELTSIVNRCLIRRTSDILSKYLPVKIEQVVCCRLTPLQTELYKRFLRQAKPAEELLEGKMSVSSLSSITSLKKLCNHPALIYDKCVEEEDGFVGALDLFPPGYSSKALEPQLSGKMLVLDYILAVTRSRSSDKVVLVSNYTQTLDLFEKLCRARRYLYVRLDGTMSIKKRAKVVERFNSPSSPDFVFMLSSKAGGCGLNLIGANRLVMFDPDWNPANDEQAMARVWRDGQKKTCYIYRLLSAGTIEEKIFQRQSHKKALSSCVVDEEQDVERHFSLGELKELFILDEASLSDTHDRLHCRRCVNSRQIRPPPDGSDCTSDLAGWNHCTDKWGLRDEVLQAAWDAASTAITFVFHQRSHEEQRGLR
Active calls of the source: *. This is a subset; count on the stated rates, not on these rows.

canonical_smiles	RAD54 inh
COc1cc2sc(C)nc2c2sccc12	-8.0
CC(C)(C)OC(=O)N[C@@H](Cc1ccccc1)C(=O)N1CCC(C(=O)O)CC1	2.7
O=C(Nc1ccc2nc(-c3ccco3)[nH]c2c1)c1cccs1	2.0
COc1ccc(-n2c(COc3cccc4ccccc34)nnc2SCC(=O)NCc2ccco2)cc1	1.9
O=C(CSc1nnnn1-c1ccccc1)Nc1ncc2c(n1)CC(c1ccco1)CC2=O (configuration not stated)	14.6
CSc1nc2nccc(/C=C\c3ccccc3)n2n1	-0.4
O=C(NC(Cc1c[nH]c2ccccc12)C(=O)O)c1ccccc1 (configuration not stated)	1.4
CC(=O)c1ccc(NC(=O)Nc2ncn(Cc3cccc(C)c3)n2)cc1	-24.3
N=c1c[n+](-c2ccc(Cl)cc2)[n-]o1	3.0
CCOc1ccc(C(C)(C)C)cc1S(=O)(=O)N1CCOCC1	-7.3
CCCC(=O)Nc1nn(C)c2nc3c(C)cccc3cc12	-6.7
Cc1nc(Cl)c(C#N)cc1-c1ccccc1	-0.8
Cc1cccc(NC(=S)N2CCC(c3nc4ccccc4s3)CC2)c1	1.5
C=CCC(NCc1ccccc1)c1ccc(C)o1 (configuration not stated)	-0.8
Cc1c(C(=O)NC(=S)Nc2ccc3c4c(cccc24)CC3)cccc1[N+](=O)[O-]	4.4
O=C1CCC(=O)N1c1ccc(CSc2nnnn2C2CCCCC2)cc1	6.2
Cc1nc(-c2ccccc2)sc1-c1nc(-c2cccnc2)ncc1S(=O)(=O)c1ccccc1	6.8
Cc1ccc(S(=O)(=O)N(C)c2ccc(OCC(=O)O)cc2)cc1	-11.2
Cc1ccc2cc3cc(C(=O)N4CC(C)CC(C)C4)oc3nc2c1 (configuration not stated)	1.9
COc1ccc(/C=N/NS(=O)(=O)c2ccccc2)cc1OC(=O)c1ccc(C)cc1	0.1
CN(C)S(=O)(=O)c1cccc(NC(=S)Nc2cc(Cl)cc(Cl)c2)c1	0.6
COc1ccc2[nH]cc(C(=O)CN3CCCCC3)c2c1	11.7
Cc1ccc(C)n1-n1c(C)nc2scc(-c3cccs3)c2c1=O	7.9
O=C1Nc2cc(S(=O)(=O)N3CCCC3)ccc2N2CCCC12 (configuration not stated)	-2.2
Cc1cc(N2CCN(c3nc4ccccc4s3)CC2)n2ncnc2n1	0.8

Reprinted from the part before: 2 entries, then new ones.
canonical_smiles	RAD54 inh
O=C1Nc2cc(S(=O)(=O)N3CCCC3)ccc2N2CCCC12 (configuration not stated)	-2.2
Cc1cc(N2CCN(c3nc4ccccc4s3)CC2)n2ncnc2n1	0.8
COc1ccc(NC(=O)C2CC(c3ccc(OC)c(OC)c3)=NO2)cc1OC (configuration not stated)	2.0
O=C(NC12CCC(O)C(SC1)/C2=N/O)c1ccccc1 (configuration not stated)	0.3
Cc1c(NC(=O)c2ccc3c4c(cccc24)CC3)c(=O)n(-c2ccccc2)n1C	1.4
COc1ccc(S(=O)(=O)N2CCN(S(=O)(=O)c3ccc4c(c3)OCCO4)CC2)cc1C	5.6
CC1CCN(CCc2nc3cc(NC(=O)Nc4ccccc4)ccc3n2C)CC1	8.2
O=C(NCCCn1ccnc1)C1CC2CCC1C2 (configuration not stated)	5.5
Cc1cccc2cc(CN(Cc3cccnc3)C(=O)c3ccncc3)c(=O)[nH]c12	7.9
CCOC(=O)C1CCN(Cc2ccc(N(C)C)cc2)CC1	-2.9
Cc1ccc(OC(=O)c2ccc(C)c(C)c2)cn1	-8.7
Cc1nn(-c2ccccc2)c(C)c1/C=N/NC(=O)c1cc(-c2ccc(Br)s2)[nH]n1	-14.7
O=C(C[n+]1ccccc1)N/N=C/c1cc(Br)cc(Br)c1O	-15.6
NC(=O)c1ccc(NCc2ccco2)c([N+](=O)[O-])c1	3.9
Cn1c(SCCS(=O)(=O)c2ccc(Cl)cc2)nnc1-c1ccccc1	-4.0
CC1=C(C(=O)Nc2ccccc2)C(c2ccncc2)n2nnnc2N1 (configuration not stated)	6.9
COc1ccc(/C=C/c2c(-c3ccc(OC)cc3)sc3ccc(N4CCOCC4)cc23)cc1	-2.1
CCCCOc1ccc(-c2nnn(CC(=O)Nc3ncc(CC(=O)OCC)s3)n2)cc1	-1.7
CCCCNC(=O)COC(=O)c1cc(S(=O)(=O)N2CCCCCC2)ccc1OC	2.1
Cc1ccc(S(=O)(=O)c2c(N)n(NC(=O)c3ccccc3C)c3nc4ccccc4nc23)cc1	2.0
CCOC(=O)c1c(C)[nH]c(C(=O)COC(=O)c2[nH]c(C)c(C(C)=O)c2C)c1C	7.1
CCCCN(CC)CCNC(=O)Cn1cnc2sc(C)c(S(=O)(=O)N3CCOCC3)c2c1=O	-7.6
COC(=O)c1ccc(CSc2ccc3nnc(-c4ccccc4)n3n2)o1	0.1
COC(=O)c1sc2ccccc2c1-n1cccc1C(=O)C(=O)Nc1ccc(C)cc1	1.7
CCCCCC1CC(CC(=O)Nc2nncs2)C(=O)O1 (configuration not stated)	-8.0
Nc1nnc(SCC(=O)NC2CCCCC2)n1-c1ccccc1	-2.4
S=c1[nH]nc(C2CCCCC2)n1/N=C/c1ccc(Br)s1	-12.9

Following part.
canonical_smiles	RAD54 inh
Cc1ccc(-c2nc(COC(=O)c3c(C)noc3C)cs2)cc1	3.0
Cc1ccc(NC(=O)COc2ccccc2)cc1Cl	-4.3
Cc1ccc(S(=O)(=O)Nc2ccnc3ccccc23)cc1	3.1
O=C(CCn1nnc2ccccc21)Nc1nnc(-c2ccccc2F)s1	6.0
O=C1CC(N2CCC(O)(c3ccc(Cl)cc3)CC2)C(=O)N1Cc1ccc(N2CCCC2=O)cc1 (configuration not stated)	8.1
CCn1c(/C=C2\C(=O)N(C)c3ccccc32)nc2ccccc2c1=O	-1.7
CCOc1ccc2oc(=O)cc(C)c2c1	-0.7
CC(C)C(=O)Nc1sc2c(c1C#N)CCCCC2	-7.7
O=C(NC1CCCCCC1)c1ccc(S(=O)(=O)NCc2ccco2)cc1	0.1
CC(CC(C)C(=O)N1CCOCCN(C(=O)C(C)CC(C)C(=O)O)CCOCC1)C(=O)O (configuration not stated)	6.8
C=CCn1c(-c2cc(OC)cc(OC)c2)n[nH]c1=S	2.1
Cc1cc(C(F)(F)F)c2c(C)nn(CCc3nn[nH]n3)c2n1	4.8
Cc1ccc(NC(=O)C2(c3ccccc3)CCCC2)nc1	-6.1
CCCc1cc(C(N)=O)c(NC(=O)c2ccco2)s1	-3.4
COc1ccc(CCCC(=O)O)c(C)c1	2.0
CCOC(=O)C1=C(Cc2ccc(OC)cc2)C(=O)c2ccccc2C1=O	-7.9
COCCCn1c2nc3ccccc3nc2c2c(=O)n(CC3CCCO3)cnc21 (configuration not stated)	3.6
Cc1ccccc1-c1nn[nH]n1	8.8
Cc1cc(C)nc(N2CCC(C(=O)NCc3ccco3)CC2)n1	-11.2
CC1(C)CC(=O)C(C=NCCN2CCN(CCCCS(=O)(=O)O)CC2)=C(O)C1	0.0
CC1CCCCN1C(=O)Cn1c(=O)n(C2CCCCC2)c(=O)c2ccccc21 (configuration not stated)	1.3
O=C1NN(c2ccccc2)C(=O)/C1=C\c1cccc(OC(=O)c2cccs2)c1	-2.0
CCOc1ccc(C(Nc2ccc(C)cc2)P2(=O)OCCC(C)O2)cc1 (configuration not stated)	-7.2
O=S1(=O)CCN2C(c3ccco3)=CSC2=N1	-5.9
CCC1CCc2c(sc3nc(SCC(=O)NCc4ccco4)n(-c4ccccc4)c(=O)c23)C1 (configuration not stated)	6.6

Other compounds
canonical_smiles	RAD54 inh
O=C(C1CC1)N1CCc2cc(Br)cc(S(=O)(=O)NC3CCCCC3)c21	2.5
C=CCN1CC(c2nc3ccccc3n2Cc2cccc3ccccc23)CC1=O (configuration not stated)	5.2
O=C(CCNS(=O)(=O)c1ccc(Br)s1)N1CCN(c2ccccc2)CC1	-3.4
C=CCn1c(SCC(=O)Nc2c(C)n(C)n(-c3ccccc3)c2=O)nc2sc(C)c(C)c2c1=O	1.1
CCCCN1C(=O)C2C(C(=O)Nc3cccc(OC)c3)C3C=CC2(O3)C1C(=O)NC1CCCCC1C (configuration not stated)	0.4
CCOCCCNCc1ccc(OC)c(OC)c1	-17.7
O=C(CN1CCN(C(=O)c2ccco2)CC1)Nc1c2c(nc3c1CCC3)CCCC2	5.3
CN(CCc1ccccn1)C(=O)c1nn2c(C(F)(F)F)cc(-c3ccco3)nc2c1Cl	2.6
CCN(CC)CCNC(=O)CCCCCn1c(=O)[nH]c2cc(C(=O)OC)ccc2c1=O	13.2
COc1ccc(NC(=O)CCCn2c(=O)[nH]c3ccccc3c2=O)cc1	7.9
CCCCS(=O)(=O)Nc1ccc(C(=O)NCC2CCCO2)cc1 (configuration not stated)	0.7
CCOC(=O)Cc1c(C)nc2cc(C)nn2c1C	0.1
Cc1cccc(C(=O)Nc2nnc(-c3ccc(C(C)(C)C)cc3)s2)c1	-3.6
O=C1Nc2c(c(=O)[nH]c(=O)n2-c2ccccc2)C1(Nc1ncccn1)C(F)(F)F (configuration not stated)	10.0
Cc1cc(N2CCN(C(=O)c3ccco3)CC2)nc(-c2ccccc2)n1	3.9
CC(C)=CC(=O)Nc1nnc(C(C)C)s1	-10.5
Cc1c(-c2ccco2)[n+](=O)c2c(n1[O-])CCCCC2	0.2
CCOC(=O)NC(=O)COC(=O)Cc1cc(OC)c(OC)c(OC)c1	-14.0
Cc1cc(C)cc(C(=O)N(NC(=O)Nc2ccc(Cl)cc2)C(C)(C)C)c1	-2.7
Cc1cc(N(CN2CCCC2=O)C(=O)c2ccc(F)cc2)no1	-7.2
O=C(Nc1ccc(S(=O)(=O)N2CCOCC2)cc1)c1ccc(Br)o1	11.1
Cc1cc(NC(=O)CCCC(=O)N(CC(=O)NCCc2ccccc2)Cc2ccc(F)cc2)no1	-13.4
O=C(NCCc1ccccc1)c1cnc2ccccn2c1=O	-1.5
O=C(C1CCCO1)N1CCN(Cc2c(O)ccc3ccccc23)CC1 (configuration not stated)	6.0
CCCc1nnc(NC(=O)CNc2ccc(F)cc2)s1	-7.5

The list goes on.
canonical_smiles	RAD54 inh
CCC(=O)N1CCCc2cc(S(=O)(=O)N3CCCc4ccccc43)ccc21	5.5
O=C(NCC(=O)N(Cc1cccs1)C(C(=O)NC1CCCC1)c1cccnc1)c1ccco1 (configuration not stated)	0.5
Cc1ccccc1N1CCN(CCCOc2ccc3c(C)cc(=O)oc3c2)CC1	7.1
C=CCSC1=C(C#N)C(c2cccc(OC)c2)CC(=O)N1 (configuration not stated)	-13.4
O=C(Cc1cn2ccsc2n1)Nc1nc2c(s1)CN(Cc1ccccc1)CC2	-8.3
COc1cccc(C(=O)N2CCN(S(=O)(=O)Cc3ccccc3)CC2)c1OC	-4.0
C[C@]12C(=O)N(c3cccc(Cl)c3)C(=O)N1[C@H]1c3ccccc3OC[C@@H]1[C@H]2c1ccccc1	3.4
COc1cccc(-c2nnn(CC(=O)NC3CCCC3)n2)c1OC	-0.3
COc1cc(/C=C/C(=O)NCc2cccnc2)cc(OC)c1OC	-2.8
COc1cc(C(=O)Nc2ccc3c(c2)OCCO3)ccc1OC(C)C	-5.6
O=C(NS(=O)(=O)c1ccccc1)c1ccccc1O	7.5
CCOC(=O)N1CCC(NC(=O)c2cc(S(=O)(=O)N(CC)CC)ccc2F)CC1	-0.7
O=C(Nc1ccc2nc(-c3ccco3)c(-c3ccco3)nc2c1)NC1CC1	0.3
O=C(CCCN1C(=O)C2C3C=CC(C3)C2C1=O)N1CCN(c2ccccc2)CC1 (configuration not stated)	3.3
COc1ccc(NC(=O)CSc2ccc(C)cc2)cc1	1.0
CC(C)C(NC(=O)C1CCCCC1)C(=O)Nc1ccncc1 (configuration not stated)	-5.3
COc1ccc(CC(=O)N(Cc2cc3cc(OC)ccc3[nH]c2=O)C(C)C)cc1	-7.7
NNc1nnc(-c2ccccc2)c(-c2ccccc2)n1	1.2
c1ccc(C2=NNC(=NC3CC3)SC2)cc1	2.1
O=C(Nc1ccc2c(c1)OCO2)c1ccncc1	-2.0
CCN(CC)c1ccc(NC(=O)CN2CCN(CC(=O)Nc3ccccc3F)CC2)cc1	-3.8
Cc1cc(NC(=O)Nc2cccc3ccccc23)no1	5.7
COc1ccc(NC(=O)CSc2nnc(-c3ccoc3C)n2CCc2ccccc2)cc1	-13.5
CC(C)(C)NS(=O)(=O)c1ccc(-c2csnn2)s1	-3.6
Cc1ccc(NC(=O)CSCC(=O)Nc2ccc(N3CCOCC3)c(Cl)c2)cc1	-0.4

(next part)
canonical_smiles	RAD54 inh
Cc1cccc(CSc2nnc(-c3cccs3)n2Cc2ccco2)c1	22.0
O=C1CC2CS(=O)(=O)CC2N1c1ccc(Cl)cc1Cl (configuration not stated)	6.8
C/C(=N\c1nc2ccccc2n1C)c1cc(Cl)ccc1O	7.4
COC(=O)C1C(=O)c2c(n[nH]c2C)CC1(C)C (configuration not stated)	-18.4
Cc1ccc(CN(c2ccc(C(=O)N3CCCC3)cc2)S(C)(=O)=O)cc1	0.9
C/C(=N\OC(=O)c1ccc(OC(C)C)cc1)c1ccc(C)c(C)c1	1.3
O=S(=O)(c1cc(Cl)ccc1Cl)N1CCNCC1	7.9
CCOc1cc(C)c(Cl)cc1S(=O)(=O)NCc1ccco1	1.6
CCOC(=O)C1=C(SCC(=O)Nc2ccccc2)NC(=O)C(C#N)C12CCCCC2 (configuration not stated)	-3.8
O=C(Nc1ccccc1N1CCCC1)c1ccc2c(c1)OCO2	-6.2

High-throughput results from PubChem.
